# MazEF act = increases E. coli MazEF RNase cleavage of RNA | FAM/BHQ RNA-DNA oligo cleavage fluorescence, 5 h | activation, % at 20 µM | 0.32% of 350,000 active | AID 504720; in the data active means activation above about 50%
# Target sequence (P0AE70 whole entry, looked up): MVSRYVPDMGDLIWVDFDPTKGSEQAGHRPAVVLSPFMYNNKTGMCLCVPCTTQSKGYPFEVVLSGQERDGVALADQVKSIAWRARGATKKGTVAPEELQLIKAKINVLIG
# CCHFV vOTU inh = blocks the CCHF virus ovarian tumor domain protease. inhibition, % at 11.5 µM. 0.55% of 370,000 active. CCHFV vOTU protease, Pep-AMC fluorescence. AID 651958; further: 0% = vehicle wells with enzyme and 100% = no enzyme wells
# BioA inh = blocks M. tuberculosis BioA enzyme activity | purified M. tuberculosis BioA enzyme, plate reader | inhibition, % at 9.99 µM | 0.096% of 360,000 active | AID 602481; in the data active means inhibition above about 40%; inconclusive means no clear call, values can overlap the other calls
# Mtb FBA inh = inhibitors of M. tuberculosis fructose-bisphosphate aldolase; purified M. tuberculosis FBA, fluorescence read-out; 2.3% of 360,000 active; P9WQA3; inhibition, % at 1 µM; in the data active means inhibition above about 27%;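 further: 0% = vehicle and 100% = reference inhibitor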
# Mtb UGM inh = Mtb UDP-galactopyranose mutase inhibition; 0.06% of 320,000 active; P9WIQ1; purified UGM, fluorescence polarization probe displacement; inhibition, % at 10 µM; in the data active means inhibition above about 10%, passing the limit was not always enough; inconclusive means no clear call, values can overlap the other calls
# Target sequence (P9WIQ1 whole entry, looked up): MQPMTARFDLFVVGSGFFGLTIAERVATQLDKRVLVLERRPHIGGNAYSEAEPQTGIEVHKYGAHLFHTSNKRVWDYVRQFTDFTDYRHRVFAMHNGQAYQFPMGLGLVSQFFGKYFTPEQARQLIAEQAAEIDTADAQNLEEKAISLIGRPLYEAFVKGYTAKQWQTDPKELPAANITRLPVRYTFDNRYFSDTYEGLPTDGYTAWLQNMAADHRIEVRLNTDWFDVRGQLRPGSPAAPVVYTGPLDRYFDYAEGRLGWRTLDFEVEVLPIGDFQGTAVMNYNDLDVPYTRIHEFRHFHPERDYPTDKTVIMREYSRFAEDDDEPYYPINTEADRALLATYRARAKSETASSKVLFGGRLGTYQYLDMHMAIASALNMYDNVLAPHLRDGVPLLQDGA
# FadD28 binding = M. tuberculosis FadD28 bisubstrate binding inhibition; FadD28 bisubstrate probe binding, fluorescence polarization; inhibition, % at 12.5 µM; 0.22% of 360,000 active; AID 588549; in the data active means inhibition above about 8.5%, passing the limit was not always enough; inconclusive means no clear call, values can overlap the other calls
# BoNT-F LC inh = inhibitors of Botulinum neurotoxin F light chain protease | AID 588497 | 0.22% of 360,000 active | Multiplex microsphere protease cleavage assay, flow cytometry | inhibition, % at 10 µM; in the data active means inhibition above about 35%, passing the limit was not always enough; inconclusive means no clear call, values can overlap the other calls; further: plate controls were buffer without enzyme for full effect and enzyme alone for no effect
# Rv3671c inh = inhibits the M. tuberculosis serine protease Rv3671c; P9WHR9; inhibition, % at 5.96 µM; 0.048% of 320,000 active; in the data active means inhibition above about 38%;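 further: extracellular domain of Rv3671c used as enzyme; 0% = enzyme with DMSO and 100% = no enzyme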
# Target sequence (P9WHR9 whole entry, looked up, the tested form may be a part): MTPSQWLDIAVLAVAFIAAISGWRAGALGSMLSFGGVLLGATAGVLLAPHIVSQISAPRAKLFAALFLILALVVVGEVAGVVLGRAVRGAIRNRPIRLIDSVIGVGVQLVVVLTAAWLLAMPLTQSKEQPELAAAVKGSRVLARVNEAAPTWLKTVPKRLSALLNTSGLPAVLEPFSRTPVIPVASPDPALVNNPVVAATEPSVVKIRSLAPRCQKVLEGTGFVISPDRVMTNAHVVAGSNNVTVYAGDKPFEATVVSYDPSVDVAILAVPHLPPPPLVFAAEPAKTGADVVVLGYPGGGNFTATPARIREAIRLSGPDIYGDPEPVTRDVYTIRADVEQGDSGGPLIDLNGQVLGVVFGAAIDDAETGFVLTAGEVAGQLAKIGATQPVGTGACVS
# VHR inh abs = DUSP3 (human) phosphatase inhibition | P51452 | recombinant VHR phosphatase, pNPP absorbance | inhibition, % at 13.3 µM | 0.52% of 290,000 active | AID 1654; in the data active means inhibition above about 50%; further: some compounds called inactive have numbers as strong as hits
# GDH-TPI inh = inhibits GDH-TPI coupling enzymes, artifact for Mtb FBA screen | inhibition, % at 4.8 µM | AID 588335 | 1.2% of 360,000 active | GDH-TPI coupled enzyme counterscreen, NADH absorbance;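 further: 0% = DMSO wells and 100% = wells lacking the enzyme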
# The depositor's hits bear a star; ? = inconclusive; nt = no result given. Unless noted, no stated cut-off is given here; in the data, active means inhibition above about 30%; inactive means the rest.
# Every second line gives: MazEF act	CCHFV vOTU inh	BioA inh	Mtb FBA inh	Mtb UGM inh	FadD28 binding	BoNT-F LC inh	Rv3671c inh	VHR inh abs	GDH-TPI inh
> O=C(NCCCn1ccnc1)C(=O)NCC1OCCN1S(=O)(=O)c1ccc2c(c1)OCCO2 (stereo not drawn)
  5.7	-1.6	nt	-0.3	-1.4	0.8	-4.1	-0.9	20.6	7.6
> CCCc1cc(=O)[nH]c(SCC(=O)N2CCN(c3ccc(F)cc3)CC2)n1
  -0.3	10.5	-0.7	-1.5	-2.5	2.0	-4.2	0.7	33.0	5.0
> Cc1cc2n(n1)C(c1ccccc1)Nc1ccccc1-2 (stereo not drawn)
  1.9	-14.7	-0.1	6.5	2.7	0.0	-3.2	5.1	-13.2	1.0
> Cc1cc(C)cc(NC(=S)N2CCC(C(=O)c3ccc(F)cc3)CC2)c1
  -9.2	-5.8	-0.5	0.0	nt	-0.9	2.1	nt	nt	15.4
> CCOc1ccccc1NC(=O)C1CCC(=O)N1S(=O)(=O)c1ccc(C)cc1 (stereo not drawn)
  4.9	-4.1	0.1	0.3	2.3	-1.1	3.3	nt	12.9	-0.7
> Cc1ccc(NC(=O)C2CCN(S(=O)(=O)c3c(C)noc3C)CC2)cc1C
  27.5	12.3	nt	-4.2	-1.2	-2.2	6.7	7.0	24.3	-2.5
> CCOC(=O)c1cc(C#N)c(N2CCCNCC2)nc1C(F)(F)F
  -2.1	11.3	-0.9	3.5	-2.4	-2.9	31.6	4.4	-5.3	6.0
> O=C(O)CC(CC(=O)Nc1ccc(-c2ccccc2)cc1)c1ccccc1 (stereo not drawn)
  -3.0	-0.1	-1.0	-0.7	-2.1	nt	-1.9	10.0	-5.4	-5.7
> O=C(Cc1cccs1)N/N=C/C=C\c1ccco1
  -0.7	1.0	nt	-0.2	1.2	-0.7	0.5	-7.6	-1.6	23.9
> COc1ccc(CN2CC[C@H]3C=CCc4cccc(c43)C2)cc1
  5.4	7.2	-1.3	1.9	0.3	-2.5	-5.2	-1.1	nt	-4.8
> Cc1cccc(NC(=O)CNC(=O)COc2cc(F)ccc2[N+](=O)[O-])c1C
  6.2	23.7	nt	0.5	0.2	0.3	-5.0	8.3	-10.0	2.5
> O=C(N/N=C\c1ccc(CNS(=O)(=O)c2ccc(Cl)cc2)o1)C(=O)Nc1ccc(Oc2ccccc2)cc1
  -18.2	-28.1	nt	3.6	0.1	-0.8	-13.0	-4.8	-10.1	0.7
> CN(CC(=O)NCCC1=CCCCC1)S(=O)(=O)c1ccc2c(c1)CCC(=O)N2
  10.2	-1.5	-0.9	3.6	-0.6	-2.1	-9.1	1.4	27.8	6.7
> O=C(CNC(=O)c1ccc(F)cc1)N/N=C/c1ccc(O)c([N+](=O)[O-])c1
  6.1	12.3	nt	-2.9	0.9	0.2	1.2	-4.0	34.8	36.7*
> O=C1CCCN1CCCNC(=S)Nc1ccccc1
  -5.4	-10.8	-1.0	-0.8	-1.1	-0.8	nt	2.0	27.7	-6.2
> Cc1ccc(-c2nc3ccccc3nc2-c2ccccc2)cc1
  5.2	-27.3	-1.2	17.1	1.4	-4.8	16.0	1.8	-8.3	1.7
> CC1(C)CC(=O)c2cnn(-c3nc4ccccc4[nH]3)c2C1
  4.1	-2.7	nt	1.8	1.8	-1.2	7.5	-1.3	-15.6	7.1
> C=CCC1(CC=C)CCCN1C(=O)CC1C(=O)NCCN1Cc1cccc(OC)c1 (stereo not drawn)
  -0.1	-5.7	-1.6	2.7	0.9	-2.9	-5.4	-1.4	12.0	0.0
> O=S(=O)(NC1CCCCC1N1CCCCC1)c1ccc(Cl)cc1 (stereo not drawn)
  -4.8	-7.6	-1.2	-2.2	-0.6	-4.0	24.7	8.8	52.0*	-0.8
> Cc1cn(S(=O)(=O)c2ccc(Br)cc2)cn1
  6.1	-7.7	0.5	-2.3	-0.5	-0.1	17.9	6.9	9.9	-2.5
> Cc1ccc(NS(=O)(=O)c2ccc(Cl)c(C(=O)Nc3cccc(C(=O)O)c3)c2)cc1
  4.3	-3.5	0.1	1.7	0.8	-6.1	?	2.0	1.0	-5.2
> CC1(C)Cc2ccccc2-c2nnc(-c3cccc(O)c3)n21
  2.5	3.7	-5.8	2.1	-0.3	-0.4	0.0	5.3	40.5	3.0
> CC[N+](C)(CC)CCC(c1ccccc1)C1CCCCC1 (stereo not drawn)
  4.2	0.0	3.3	1.3	-1.2	2.0	-14.6	-0.6	11.4	4.5
> COc1cc(/C=N/NC(=O)CSc2nc3ccccc3n2C)cc(OC)c1OC
  4.6	-4.9	nt	-0.7	1.8	-1.8	-1.5	-2.7	-11.7	7.7
> CC(/C=N/NC(=O)c1nnn(-c2nonc2N)c1C(C)C)=C\c1ccccc1
  6.6	23.3	-0.4	2.5	-0.3	-1.0	3.2	-19.4	6.8	32.8*
> Cc1ccc(C)c(NC(=O)CS(=O)(=O)c2cn(C)c3ccccc23)c1
  -5.4	-9.0	-2.0	2.5	-0.6	-0.5	-8.5	3.3	-22.9	-0.7
> Cn1c(=O)n(CC(=O)OCc2ccccc2)c(=O)c2c1nc1n2CCCN1C1CCCCC1
  -2.6	17.7	1.4	1.3	-3.8	1.6	-10.7	-3.5	nt	10.2
> CC(/C=C/c1cccs1)=C\C(=O)O
  -2.4	8.5	0.1	-1.2	-0.3	-2.6	-6.5	-5.2	18.9	29.6
> COc1ccc(C(CCN(Cc2ccc(OC)c(OC)c2)C(=O)CCl)c2ccccc2)cc1 (stereo not drawn)
  2.3	20.6	3.3	5.7	-1.4	-1.3	-2.6	-7.4	0.4	4.9
> O=C(NCCCN1CCOCC1)c1ccc2c(=O)n(Cc3ccccc3)c(=S)[nH]c2c1
  3.9	0.1	0.5	-0.7	0.0	0.1	1.8	-51.8	21.1	19.3
> CCCCn1c(CN2CCN(c3cccc(Cl)c3)CC2)nc2c1c(=O)[nH]c(=O)n2C
  1.7	8.8	5.5	-3.2	-3.0	2.1	-10.3	5.9	13.6	2.8
> NC(=O)c1ccc(NCCc2cccs2)cc1
  nt	14.2	4.2	3.6	nt	-0.5	-6.3	nt	nt	nt
> N/C(=N\S(=O)(=O)c1cccs1)c1ccccc1Cl
  5.9	7.2	0.0	1.9	2.3	0.1	0.2	4.6	9.7	7.6
> Cc1cccc(C(C)(C)C)c1OCCCCN1CCCC1
  4.6	4.7	2.0	0.0	-0.4	-3.4	nt	10.5	-14.9	8.1
> CC(C)(C)c1ccc(/C=N/NC(=S)NC2CCCCC2)cc1
  4.3	14.4	nt	1.3	nt	-0.4	-9.5	-19.0	-4.8	17.9
> COc1ccc(CN2C(=O)C(CC(=O)NCCCCc3ccccc3)CC(C(=O)N(C)C)=C2C)cc1 (stereo not drawn)
  7.3	-5.2	3.1	-0.8	nt	-0.8	-3.7	nt	nt	9.3
> O=C(C1=C(O)C(=O)N(Cc2ccco2)C1c1ccccc1)c1cccs1 (stereo not drawn)
  -2.1	6.5	nt	1.7	2.0	-1.4	-1.4	-13.4	41.1	5.2
> COc1cc(OC)c(N(C)S(=O)(=O)c2cccc(C(=O)Nc3nnc(C4CC4)s3)c2)cc1Cl
  5.4	1.5	nt	-1.0	1.0	-3.4	-2.4	-20.3	15.2	12.8
> N#CCNC1CC(=O)N(c2ccccc2)C1=O (stereo not drawn)
  3.7	-5.4	0.1	4.9	0.9	-1.2	9.8	5.4	0.1	10.6
> CC(C)(C)n1nnnc1C(c1ccnc2ccccc12)N1CCN(C/C=C/c2ccccc2)CC1 (stereo not drawn)
  nt	3.7	-1.0	1.1	nt	-2.7	1.8	nt	nt	nt
> CCc1nnc(NC(=O)CS(=O)(=O)Cc2ccccc2)s1
  -15.2	2.7	nt	3.9	-1.3	nt	27.6	-2.5	-28.8	8.2
> COc1ccc(S(=O)(=O)N(CCCN2CCOCC2)Cc2ccc(OC)c(OC)c2)cc1
  -5.9	-3.6	-0.3	1.3	-1.7	-0.9	1.5	-5.3	17.7	2.5
> O=c1c2ccccc2nnn1Cc1ccccc1
  2.8	-1.5	nt	0.4	5.3	-0.9	-4.8	-2.2	-10.7	2.6
> Cc1ccccc1NC(=O)CC1SCCNC1=O (stereo not drawn)
  1.4	8.5	0.3	10.9	2.1	0.6	-7.7	0.6	34.4	-10.9
> CCCNC(=O)C(Cc1ccc(F)cc1)NC(=O)c1ccccc1 (stereo not drawn)
  -1.1	6.3	0.1	2.8	3.0	-0.4	1.1	-8.7	nt	1.7

# Full records, quoted from the list. Screens in order: MazEF act | CCHFV vOTU inh | BioA inh | Mtb FBA inh | Mtb UGM inh | FadD28 binding | BoNT-F LC inh | Rv3671c inh | VHR inh abs | GDH-TPI inh
# CCCCn1c(CN2CCN(c3cccc(Cl)c3)CC2)nc2c1c(=O)[nH]c(=O)n2C is listed as 1.7 | 8.8 | 5.5 | -3.2 | -3.0 | 2.1 | -10.3 | 5.9 | 13.6 | 2.8
# N/C(=N\S(=O)(=O)c1cccs1)c1ccccc1Cl is listed as 5.9 | 7.2 | 0.0 | 1.9 | 2.3 | 0.1 | 0.2 | 4.6 | 9.7 | 7.6

# Going on with the list:
# Every second line gives: MazEF act	CCHFV vOTU inh	BioA inh	Mtb FBA inh	Mtb UGM inh	FadD28 binding	BoNT-F LC inh	Rv3671c inh	VHR inh abs	GDH-TPI inh
> COC(=O)C(NNc1ccccc1)(NC(=O)c1ccc(F)cc1)C(F)(F)F (stereo not drawn)
  5.9	3.9	-1.4	6.0	0.1	-0.2	-3.5	7.9	21.3	10.8
> Nc1ccc2c(c1)C(=O)N(c1cccc3ccccc13)C2=O
  -7.7	4.6	-2.7	0.3	1.0	-3.7	17.2	0.3	26.0	5.7
> O=C(Cn1cncn1)N/N=C/c1cccnc1
  2.4	-9.2	-1.3	2.2	2.4	-0.6	-11.8	3.0	19.4	2.3
> CC(=O)c1sc(NC(=O)c2cc(=O)c3ccccc3o2)nc1C
  1.6	-7.0	0.9	-4.8	2.3	-4.6	-3.1	3.1	2.3	13.6
> CC1CCN(C(=O)CSc2nnc(CSc3ncccn3)n2C)CC1
  4.1	-15.3	2.5	4.8	-0.3	-0.1	-3.1	7.6	29.5	-14.0
> O=C(NNC(=O)c1ccccc1-n1cccc1)c1cncc(Br)c1
  2.2	-2.4	-0.6	-0.4	-0.7	0.5	nt	-6.7	nt	3.2
> COc1ccccc1CN1C(=O)C(C)ON=C1c1ccccc1F (stereo not drawn)
  nt	11.4	-0.3	-1.9	nt	-4.2	-1.4	nt	nt	-6.2
> CCC(COC(=O)Nc1ccccc1)NC(=O)OC(C)C (stereo not drawn)
  11.2	0.8	nt	0.5	2.9	-2.4	1.4	-5.5	31.2	-2.9
> C=CCN1C(=O)/C(=C2/Sc3ccc(OC)cc3N2C)SC1=NCc1ccccc1
  13.2	1.3	-3.4	-2.8	0.0	-0.4	6.3	5.6	-19.7	-2.8
> CCC1(c2ccc(F)cc2)NC(=O)N(CC(=O)N2c3ccccc3NC(=O)C2(C)C)C1=O (stereo not drawn)
  6.3	10.0	nt	0.5	-0.2	-0.9	-18.2	-2.3	nt	5.3
> O=C(c1ccc(-n2cncn2)c([N+](=O)[O-])c1)N1CCN(S(=O)(=O)c2ccccc2Br)CC1
  6.5	4.8	-0.8	-0.9	-2.7	-1.3	-9.2	-1.6	nt	5.2
> O=C(Nc1ccc(N2CCOCC2)c(Cl)c1)c1ccc2c(c1)OCCO2
  6.7	9.5	-0.8	1.5	3.9	0.6	-2.8	-6.0	-4.8	2.2
> O=S(=O)(NC1CCCCC1)c1ccc(Cl)nc1
  3.8	-14.1	3.9	1.4	-0.7	-0.2	-5.0	3.0	-1.5	-6.0
> O=C(Nc1cccc(C(=O)O)c1)/C(=C/c1cccc([N+](=O)[O-])c1)NC(=O)c1cccc(Br)c1
  2.6	4.3	nt	6.5	-3.9	-7.8	0.0	0.5	nt	-4.1
> O=C(CC12CC3CC(CC(C3)C1)C2)NC(=S)NCc1ccccc1
  7.2	11.4	-3.8	-2.8	0.7	1.3	2.0	3.8	21.9	-1.9
> CC(C)S(=O)(=O)c1csc(C(=O)Nc2ccc(F)cc2)c1N
  -2.3	8.1	nt	-4.2	-0.5	-3.5	?	-0.6	7.7	15.1

# High-throughput results from PubChem.
